Compound activity: PubChem, National Center for Advancing Translational Sciences (NCATS)
RXFP1 ag – agonists of human relaxin receptor RXFP1; Q9HBX9; HEK293T-RXFP1 cAMP TR-FRET, 30 min; response scale: percent of porcine relaxin response, buffer zero; Potency, µM (doses to about 57.5 µM), without a hit: at the top dose activation, hits mostly activators; 0.3% of 370,000 active; active = well fitted activation curve with a large enough effect; note: potency is the fitted concentration of half-maximal effect; % is set by controls: 0 for no effect and ±100 for the full control effect; nearly all actives have a fitted effect of over 60% in size; many of its hits are not listed in these tables
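HEK293T cells stably expressing RXFP1 were pretreated with the PDE4 inhibitor Ro 20174, exposed to compounds for 30 min at 37C, lysed, and cAMP was read by TR-FRET. Data normalized to buffer (basal) and 29 nM porcine relaxin (100%).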
D2 antagonist – antagonizes the human D2 dopamine receptor. AID 485344. HEK293 TREx D2 cells, calcium flux, dopamine EC80. P14416. inhibition, % at 10 µM. 2% of 340,000 active; in the data active = inhibition above about 30%; note: 0% is about no effect
Target sequence (P14416 whole entry, looked up): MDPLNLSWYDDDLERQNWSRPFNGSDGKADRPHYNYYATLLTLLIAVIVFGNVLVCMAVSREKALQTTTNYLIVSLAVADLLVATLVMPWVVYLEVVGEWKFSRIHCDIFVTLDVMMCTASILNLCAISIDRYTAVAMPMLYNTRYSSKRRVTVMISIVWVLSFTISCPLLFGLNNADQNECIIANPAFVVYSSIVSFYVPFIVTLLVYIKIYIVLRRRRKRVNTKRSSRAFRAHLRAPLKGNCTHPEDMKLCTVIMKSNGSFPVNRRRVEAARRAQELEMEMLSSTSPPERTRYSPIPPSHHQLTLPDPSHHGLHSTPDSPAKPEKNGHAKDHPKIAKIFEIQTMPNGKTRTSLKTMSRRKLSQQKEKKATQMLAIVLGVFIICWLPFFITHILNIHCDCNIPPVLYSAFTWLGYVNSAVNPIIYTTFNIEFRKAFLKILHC
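Measurement of antagonist activity uses fluorescent calcium dye in inducible HEK293 T-REx D2 cells: 10 s baseline, compound addition with 180 s read, EC80 dopamine addition with a further 180 s read.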
D2 ag – D2 dopamine receptor (human) agonism; 0.53% of 340,000 active; activation, % at 2 µM; AID 485358; HEK293 T-REx D2 cells, calcium flux agonist mode;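 active = activation over 3 SD above normal in the single-dose calcium agonist read, cut at about 30% in these data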; note: 0% is about no effect
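Agonism scored from kinetic calcium signal (1 read/sec, 180 s) following compound pin transfer, after a 10 s baseline. Cells: HEK293 Trex line expressing inducible D2 receptor coupled to calcium, dye-loaded after overnight culture at 30 C.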
D1 PAM – human D1 dopamine receptor positive modulation | potentiation, % at 10 µM | 0.036% of 360,000 active | AID 504651 | HEK293 TREx D1 cells, calcium flux, dopamine EC20 potentiation; in the data active = potentiation above about 30%; note: 0% is about no effect
Target sequence (P21728 whole entry, looked up): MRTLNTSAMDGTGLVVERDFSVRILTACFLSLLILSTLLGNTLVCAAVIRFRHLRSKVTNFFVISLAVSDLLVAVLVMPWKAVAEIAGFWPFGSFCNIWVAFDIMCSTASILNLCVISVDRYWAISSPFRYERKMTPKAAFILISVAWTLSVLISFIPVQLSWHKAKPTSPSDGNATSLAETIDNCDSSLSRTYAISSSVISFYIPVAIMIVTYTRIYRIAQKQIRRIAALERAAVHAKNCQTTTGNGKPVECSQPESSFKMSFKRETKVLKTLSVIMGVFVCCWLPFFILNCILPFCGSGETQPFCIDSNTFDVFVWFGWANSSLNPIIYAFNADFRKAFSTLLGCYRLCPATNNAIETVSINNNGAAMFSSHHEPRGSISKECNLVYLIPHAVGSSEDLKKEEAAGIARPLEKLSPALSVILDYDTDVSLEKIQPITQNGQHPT
D1 agonist – activates the human D1 dopamine receptor | P21728 | HEK293 T-REx D1 cells, calcium flux, agonist mode | 1% of 360,000 active | activation, % at 2 µM | AID 504660; in the data active = activation above about 30%; note: 0% is about no effect
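Agonism was scored from calcium flux recorded over 180 s (1 read/s) after pintool compound addition, following a 10-cycle baseline. Cells were inducible force-coupled HEK293 TREx D1, plated overnight at 30 C and loaded with no-wash calcium dye.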
RXFP1 antag – blocks the human relaxin receptor RXFP1 | Q9HBX9 | HEK293-RXFP1, relaxin-stimulated cAMP HTRF, 30 min; stronger effect = lower value | activity change, negative = inhibition, % at 57.5 µM | 0.59% of 350,000 active | AID 1259400;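 active = activity change of -60% or lower, but not beyond a set lower limit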; note: % is set by controls: 0 for no effect and ±100 for the full control effect
D2 potentiator – positively modulates the human D2 dopamine receptor allosterically | HEK293 T-REx D2, calcium flux, EC20 dopamine potentiation | 0.34% of 340,000 active | potentiation, % at 10 µM;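 active = potentiation over 3 SD above the plate norm, cut at about 30% in these data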; note: 0% is about no effect
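Calcium flux readout, no-wash dye, 1 read/s. Inducible HEK293 Trex D2 line, overnight 30 C. Compound alone 180 s (agonist flags), then EC20 dopamine, another 180 s to score potentiation.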
D1 antagonist – blocks dopamine activation of the human D1 receptor | HEK293 TREx D1 cells, calcium flux, dopamine EC80; stronger effect = lower value | activity change, negative = inhibition, % at 10 µM | 3.2% of 360,000 active; in the data active = activity change below about -30%; note: % is set by controls: 0 for no effect and ±100 for the full control effect
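After overnight tetracycline induction at 30 C, force-coupled D1 HEK293 cells took up a no-wash calcium dye at room temperature. Compounds were added and monitored 180 s, and the response to EC80 dopamine was then recorded.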
TRHR PAM – allosteric enhancers of human TRH receptor; P34981; TRHR cells, fluo-8 calcium fluorescence, EC20 TRH enhancement; enhancement, % at 2 µM; 0.66% of 360,000 active; in the data active = enhancement above about 30%; note: 0% is about no effect
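Enhancer read-out: after compound pinning and an initial kinetic agonist-mode read, an EC20 of TRH (10 nM final) was injected and fluo-8 calcium signal (Ex 480/Em 530) followed at 1 s/cycle for 100 cycles in TRHR-expressing cells.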
An asterisk follows results filed as active; nt = no result given; & = joins results of further samples; ! = not active in a repeat. An excerpt; the hit share may differ from the screen's.

The first 6 compounds, to show the layout:
Value order – RXFP1 ag	D2 antagonist	D2 ag	D1 PAM	D1 agonist	RXFP1 antag	D2 potentiator	D1 antagonist	TRHR PAM
- COc1cc(S(=O)(=O)Nc2ncn[nH]2)ccc1Cl
    -2.2%	11.9	0.3	nt	8.7	8.0	-0.8	8.3	2.3
- Cc1ccc(C2CC(C(F)(F)F)n3nc(C(=O)Nc4c(C)n(C)n(-c5ccccc5)c4=O)cc3N2)cc1 (stereo not given)
    0.6%	14.3	-0.2	0.8	4.2	-15.0	2.9	2.4	-3.6
- Cc1cc(C)c(/C=C/c2onc(C)c2S(=O)(=O)N2CCC(C(=O)Nc3ccc(Cl)cc3C)CC2)c(C)c1
    0.6%	nt	1.0	-1.1	3.3	-5.3	-1.2	-17.3	-0.1
- CC1=C(C(=O)N2CCCC(CCC(=O)NCc3ccccc3F)C2)OCCO1 (stereo not given)
    0.3%	-0.9	1.1	2.5	0.2	-0.3	8.9	-0.5	-0.1
- CCOC(=O)C(N)CSC1CC(=O)N(c2ccc(OCC)cc2)C1=O (stereo not given)
    0.2%	-7.4	-1.1	-11.1	1.7	nt	8.0	3.5	0.6
- Cc1cc(NC(=O)CSc2nc3c([nH]c4ccccc43)c(=O)n2-c2ccccc2)no1
    -3.7%	nt	-1.1	-1.1	0.3	9.7	1.3	-13.5	0.7

This part in full (from the top)
Value order – RXFP1 ag	D2 antagonist	D2 ag	D1 PAM	D1 agonist	RXFP1 antag	D2 potentiator	D1 antagonist	TRHR PAM
- COc1cc(S(=O)(=O)Nc2ncn[nH]2)ccc1Cl
    -2.2%	11.9	0.3	nt	8.7	8.0	-0.8	8.3	2.3
- Cc1ccc(C2CC(C(F)(F)F)n3nc(C(=O)Nc4c(C)n(C)n(-c5ccccc5)c4=O)cc3N2)cc1 (stereo not given)
    0.6%	14.3	-0.2	0.8	4.2	-15.0	2.9	2.4	-3.6
- Cc1cc(C)c(/C=C/c2onc(C)c2S(=O)(=O)N2CCC(C(=O)Nc3ccc(Cl)cc3C)CC2)c(C)c1
    0.6%	nt	1.0	-1.1	3.3	-5.3	-1.2	-17.3	-0.1
- CC1=C(C(=O)N2CCCC(CCC(=O)NCc3ccccc3F)C2)OCCO1 (stereo not given)
    0.3%	-0.9	1.1	2.5	0.2	-0.3	8.9	-0.5	-0.1
- CCOC(=O)C(N)CSC1CC(=O)N(c2ccc(OCC)cc2)C1=O (stereo not given)
    0.2%	-7.4	-1.1	-11.1	1.7	nt	8.0	3.5	0.6
- Cc1cc(NC(=O)CSc2nc3c([nH]c4ccccc43)c(=O)n2-c2ccccc2)no1
    -3.7%	nt	-1.1	-1.1	0.3	9.7	1.3	-13.5	0.7
- COc1ccc(N(C)S(=O)(=O)c2cccc(C(=O)NC3CCCC3)c2)cc1
    1.6%	0.9	-0.2	-5.6	7.5	-13.8	-2.3	-14.9	-4.1
- C=CCNc1ncnc2ccc(Br)cc12
    6.9%	-2.5	0.0	-5.3	-0.5	8.7	5.7	9.9	9.5
- O=C1CC(=O)N2N=C(c3ccc([N+](=O)[O-])cc3)SC2=N1
    20.0%	nt	nt	4.3	1.8	31.2	-2.0	-0.7	5.7
- COc1cc2nc(C3CC3)n(NC(=O)c3ccc(F)cc3)c(=O)c2cc1OC
    1.6%	5.1	-0.1	2.0	3.9	10.8	0.7	11.0	4.8

Continued.
Value order – RXFP1 ag	D2 antagonist	D2 ag	D1 PAM	D1 agonist	RXFP1 antag	D2 potentiator	D1 antagonist	TRHR PAM
- CCOc1ccccc1CNC(=O)c1ccc2c(c1)sc1nc(-c3ccccc3)cn12
    26.1%	nt	-0.7	-0.8	-1.3	0.9	3.2	-27.0	1.5
- Cc1[nH]c2ccccc2c1CCCO
    1.1%	-8.7	0.8	-8.3	4.7	-3.2	-7.4	-18.7	7.9
- COc1ccc(OC)c(/C=C(\C#N)c2nc3ccccc3c(=O)[nH]2)c1
    7.4%	nt	-2.3	-1.2	20.9	-2.2	-20.2	-9.3	8.8
- CCN(CC)S(=O)(=O)c1cc(NC(=O)COC(=O)CCC(=O)c2ccc(F)cc2)ccc1C
    -1.0%	2.8	-0.1	-1.8	10.0	1.7	8.7	-6.6	-2.9
- C/C(=N\NC(=O)c1nnn(-c2nonc2N)c1C(C)C)c1ccncc1
    1.9%	-35.6	0.0	-3.5	7.4	-14.4	20.3	-4.4	28.6
- Cc1c(C(=O)OC2CCC(C)CC2)[nH]c2c1C(=O)CC(c1ccc(F)cc1)C2 (stereo not given)
    -0.1%	nt	-0.2	-0.7	-0.5	-7.9	1.5	8.1	12.6
- O=S(=O)(Cc1ccccc1)c1cnc2ccccc2n1
    3.7%	-5.6	-0.1	-1.6	-0.7	-5.9	-0.6	nt	0.6
- CC(C)[C@H](NC(=O)OCc1ccccc1)C(=O)N[C@@H](Cc1c[nH]c2ccccc12)C(=O)O
    -1.0%	-1.0	0.4	-7.5	0.2	nt	-3.3	10.9	1.1
- N#Cc1cccc(S(=O)(=O)N2CCN(S(=O)(=O)c3ccc4c(c3)OCCO4)CC2)c1
    nt	nt	nt	-5.2	4.3	nt	nt	-0.1	-6.5
- O=C(Cn1c(=O)n(Cc2ccco2)c(=O)c2c3c(sc21)CCCCC3)Nc1ccccc1
    -1.6%	-2.7	-0.5	-1.6	4.0	0.1	0.6	-8.8	3.6

(continued)
Value order – RXFP1 ag	D2 antagonist	D2 ag	D1 PAM	D1 agonist	RXFP1 antag	D2 potentiator	D1 antagonist	TRHR PAM
- O=C(NCCN1CCN(Cc2ccccc2)CC1)c1cc2c(=O)[nH]c3ccccc3c2s1
    0.2%	-24.6	8.1	-3.9	-0.5	-24.5	-25.3	-7.4	-4.5
- C/C(=N\NC(=S)NC1CCCCC1)c1cccc(Br)c1
    -0.1%	-14.1	-0.3	-0.8	3.2	2.7	7.7	27.6	8.8
- Cc1ccc(C(=O)CSc2nc3cc(S(=O)(=O)N4CCOCC4)ccc3o2)cc1
    0.5%	nt	nt	-3.5	4.3	-7.6	-7.1	-9.6	-9.9
- CCOc1ccc(CCNC(=O)Cn2c(-c3nonc3N)nc3ccccc32)cc1OCC
    1.2%	1.1	-1.9	-0.5	1.8	-0.7	-1.1	13.4	-0.9
- O=C(Nc1ccc(F)cc1F)c1csc(-c2cccs2)n1
    6.0%	2.9	-6.4	-4.0	-0.6	-10.9	-1.8	-27.7	-2.9
- Cc1ccccc1-c1nc(CN2CCN(C(=O)c3ccco3)CC2)c(C)o1
    0.8%	26.8	18.8	-13.2	2.0	4.6	-0.6	7.0	1.1
- COCCn1c(SCCCc2ccccc2)nc2c1c(=O)[nH]c(=O)n2C
    -0.7%	9.5	0.4	3.5	2.1	-5.3	1.0	4.1	-2.6
- Cc1ccc(NC(=S)N/N=C/c2cccn2Cc2ccccc2F)cc1
    0.4%	-14.2	-0.1	-6.0	4.8	-11.3	-8.7	-20.4	-6.7
- C/C(CC(=O)Nc1cccc(C(F)(F)F)c1)=N\NC(=O)C(=O)NCC(C)C
    -1.7%	-3.6	-0.6	-3.8	1.0	-15.6	0.6	-24.1	-4.0
- CC(C)CN(CCCNC(=O)CN1N=C(c2ccccc2)CCC1=O)CC(C)C
    2.2%	nt	-0.3	-1.6	-5.1	9.6	-3.0	-3.4	0.8

Next section.
Value order – RXFP1 ag	D2 antagonist	D2 ag	D1 PAM	D1 agonist	RXFP1 antag	D2 potentiator	D1 antagonist	TRHR PAM
- Cn1c(=O)c2cn(-c3ccccc3)cc2n(C)c1=O
    0.4%	-4.4	-0.5	-1.5	2.3	-3.5	0.1	3.6	7.9
- CCCc1cc(=O)[nH]c(SC(C)C(=O)Nc2ccc3c(c2)OCCO3)n1 (stereo not given)
    1.0%	-4.8	-0.5	4.2	1.2	-2.1	11.2	5.0	1.8
- Cc1cccc(NC(=O)CSc2nc3c(oc4ccccc43)c(=O)n2Cc2ccco2)c1
    0.8%	nt	0.1	-1.6	-0.5	nt	-1.3	0.2	-2.1
- Cc1nn(-c2ccccc2)c(Cl)c1/C=N/N1CCN(c2ccccn2)CC1
    0.6%	2.8	-0.8	1.1	0.5	5.4	-11.3	-11.5	2.4
- COc1ccc(NC(=O)CN(c2ccc(Cl)cc2)S(C)(=O)=O)cc1OC
    0.0%	8.7	0.7	-3.5	2.3	-1.8	-8.3	-8.5	-1.1
- COc1ccc(C(C)(C)C)cc1NC(=O)CCCN1C(=O)CN(C)C1=O
    1.4%	-17.5	-1.2	-1.2	3.5	-4.1	-11.6	-8.7	7.1
- COc1ccc(-c2cn(-c3ccccc3)c3[n+]2CCS3)cc1
    1.8%&0.6%	-12.3&-28.2	-0.6&0.1	-7.2&-1.8	2.3&2.0	1.0&5.2	-7.8&3.5	-53.0*!	2.1&19.8
- O=C1C=C(c2cccs2)C[C@H](c2ccccc2)[C@H]1n1nnc([N+](=O)[O-])n1
    -1.1%	-10.2	-1.0	-3.9	0.0	-37.5	7.2	3.3	0.8
- Cc1ccnc(SCC(=O)N2CCCc3ccccc32)n1
    2.0%	-4.5	-0.1	-3.6	1.9	3.3	-6.8	-9.9	2.2
- O=C(O)c1cc(C(=O)O)c(-c2ccccc2)c(C(=O)O)c1
    0.1%	-9.3	-0.3	-3.5	2.0	-5.3	1.7	-10.8	2.2

Remaining list, next part:
Value order – RXFP1 ag	D2 antagonist	D2 ag	D1 PAM	D1 agonist	RXFP1 antag	D2 potentiator	D1 antagonist	TRHR PAM
- CN(C)C(=O)Cn1c(=O)n(C)c2ccccc21
    -0.2%	2.3	0.3	-4.8	3.2	2.9	-5.7	4.3	6.9
- O=C(O)CCCC(=O)Nc1ccc(Br)cc1C(=O)O
    0.8%	13.4	-1.2	-4.2	3.3	-8.2	2.1	7.0	-2.5
- CC1CCCN(C(=O)CSc2nnc(-c3ccc(S(=O)(=O)N4CCOCC4)cc3)n2C)C1 (stereo not given)
    -0.7%	-4.9	-1.5	-6.3	2.2	-4.4	-0.2	-4.5	1.8
- COc1ccc(C2C([N+](=O)[O-])=C(C)N(C)C(=O)N2C)cc1OC (stereo not given)
    1.1%	23.5	2.0	2.8	1.4	8.4	1.6	10.8	-0.6
- COc1ccccc1CNC(=O)C1CC(=O)N(c2ccc(C)c(C)c2)C1 (stereo not given)
    0.2%	-9.3	0.2	1.1	0.3	10.9	-5.0	-19.9	0.8
- CN(C(=O)COC(=O)/C=C/c1ccccc1[N+](=O)[O-])c1ccccc1
    2.4%	14.0	0.1	-3.0	-1.1	-15.3	8.1	21.5	2.5
- COc1ccc(N(CC(=O)NCCSc2ccccn2)S(=O)(=O)c2ccccc2)cc1Cl
    -1.2%	-7.4	-0.5	8.7	5.8	-12.2	14.5	3.4	29.4
- CCCCN(C)C(=O)Cn1ncc2c3ccccc3n(CCC)c2c1=O
    2.5%	-12.0	-0.3	0.7	1.1	-5.3	-9.2	9.3	-3.8
- COC(=O)[C@@H](NC(=O)Nc1cccc(OC)c1)C(C)C
    -0.8%	11.6	0.1	-10.3	2.0	8.4	9.4	1.4	-4.4
- Cc1ccc(C)c(NC(=O)Cn2c(-c3nonc3N)nc3ccccc32)c1
    1.4%	nt	0.4	-2.6	4.0	-2.9	-6.6	-10.2	-3.1
